Bioassay records: PubChem BioAssay, National Center for Advancing Translational Sciences (NCATS)
Akt phos inh: blocks phosphorylation of Akt. activity change, % for hits at 50 µM. 360,000 compounds, 0.32% hits. Neuro2A IGF-stimulated pAkt S473 HTRF, 20 min; active compounds read low; in the data active = activity change below about -80%; inconclusive = mostly about -51% to -80%; also: % is scaled to controls: 0 for no effect and ±100 for the full control effect
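Neuro2A cells (4,500/well, DMEM with 0.5% FBS) were treated with compound at a single 50 µM final concentration, stimulated with 6 nM IGF for 20 min at 37 °C, and lysed. Phospho-Akt Ser473 was read by HTRF as 665/615 ratio ×10^4.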
HEK293 tox: cytotoxicity counter-screen for GLP-1 receptor inverse agonists; HEK293 cAMP-luciferase reporter cells, luminescence, 24 h; Potency, µM (highest dose often 38.3 µM), inactives show top-dose activity change, negative = inhibition, most hits filed as inhibitors; 410,000 compounds, 0.13% hits; AID 624418;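 also: loss of luciferase light is scored as toxicity; potency is read from the fitted curve at half-maximal effect; % is scaled to controls: 0 for no effect and ±100 for the full control effect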
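Seeding density was 200 cells/uL; after overnight-length (12 h) culture, 23 nL compounds went on for 24 h at 37 °C. Readout used a luciferase detection reagent, luminescence taken after 12 min at room temperature.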
GLP-1R inv ag: acts as inverse agonist at human GLP-1 receptor; Potency, µM (top dose mostly 38.3 µM), for the others: top-dose activity change, negative = inhibition, most hits filed as inhibitors; HEK293 GLP-1R CRE-luciferase, luminescence, 24 h; GLP-1R form is constitutively active; P43220; 410,000 compounds, 1.6% hits; AID 624417; also: potency is read from the fitted curve at half-maximal effect; % is scaled to controls: 0 for no effect and ±100 for the full control effect; nearly all actives have a fitted effect of over 55% in size
Target sequence (P43220 whole entry, looked up): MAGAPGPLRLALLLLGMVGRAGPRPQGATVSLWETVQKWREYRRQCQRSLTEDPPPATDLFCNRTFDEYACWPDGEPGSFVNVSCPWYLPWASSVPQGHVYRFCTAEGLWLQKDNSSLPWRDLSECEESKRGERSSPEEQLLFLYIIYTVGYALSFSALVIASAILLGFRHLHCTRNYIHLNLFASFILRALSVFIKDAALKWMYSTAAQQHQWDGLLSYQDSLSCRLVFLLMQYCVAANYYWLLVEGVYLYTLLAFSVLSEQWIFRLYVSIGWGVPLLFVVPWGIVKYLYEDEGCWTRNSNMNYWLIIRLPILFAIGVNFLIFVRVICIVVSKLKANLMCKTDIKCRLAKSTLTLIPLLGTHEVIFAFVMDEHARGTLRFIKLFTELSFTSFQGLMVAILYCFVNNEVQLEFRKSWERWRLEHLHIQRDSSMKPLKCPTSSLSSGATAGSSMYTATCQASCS
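Assay principle: reduced luminescence from a cAMP-responsive reporter in HEK293 cells co-expressing a constitutively active GLP-1R. Conditions: 24 hr compound incubation, 37 deg C, 5% CO2.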
aSyn rescue: inhibitors of alpha-synuclein toxicity in yeast; Yeast expressing alpha-synuclein, growth rescue, BacTiter-Glo, 24 h; Potency, µM (top dose mostly 46.1 µM), for inactives: top-dose growth rescue (activation), most hits filed as activators; 370,000 compounds, 0.14% hits; AID 652106; also: potency is read from the fitted curve at half-maximal effect; % of control where 0% means no effect; nearly all actives have a fitted effect of over 65% in size
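Galactose-induced alpha-syn yeast (OD600=0.02, raffinose-pregrown) + pinned cpd, 24 hr, 30 deg C; growth by BacTiter-Glo luminescence. Growth restoration scores as activation.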
FUS suppressor: suppressors of FUS proteinopathy in yeast; S. cerevisiae FUS-expressing, growth rescue, OD600, 24 h; Potency, µM (doses to about 76.6 µM), for inactives: at the top dose growth rescue (activation), usual class: activators; 390,000 compounds, 0.24% hits;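 also: potency is read from the fitted curve at half-maximal effect; plate controls were DMSO vehicle for no effect and reference control for full effect; nearly all actives have a fitted effect of over 55% in size; some results filed as inactive show a strong effect at the top dose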
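Yeast FUS proteinopathy model; galactose-induced FUS (2%), starting OD 0.005. Cpds in dilution series, 24hr, 30C, 99% humidity. Abs 600 nm growth. Pos ctrl CP55940 (top 92uM final); neg ctrl DMSO.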
PTHR1 ag: PTHR1 (human) receptor agonism; Q03431; HEK293 GP2 PTHR1 cells, GloSensor cAMP luminescence, 1 h; 410,000 compounds, 0.075% hits; AID 743266; Potency, µM (series often up to 115 µM), without a hit: top-dose activation, hits mostly activators; also: potency is read from the fitted curve at half-maximal effect; nearly all actives have a fitted effect of over 55% in size; some results filed as inactive show a strong effect at the top dose; inactives centre near -15; many of its hits are not listed in these tables
Target sequence (Q03431 whole entry, looked up): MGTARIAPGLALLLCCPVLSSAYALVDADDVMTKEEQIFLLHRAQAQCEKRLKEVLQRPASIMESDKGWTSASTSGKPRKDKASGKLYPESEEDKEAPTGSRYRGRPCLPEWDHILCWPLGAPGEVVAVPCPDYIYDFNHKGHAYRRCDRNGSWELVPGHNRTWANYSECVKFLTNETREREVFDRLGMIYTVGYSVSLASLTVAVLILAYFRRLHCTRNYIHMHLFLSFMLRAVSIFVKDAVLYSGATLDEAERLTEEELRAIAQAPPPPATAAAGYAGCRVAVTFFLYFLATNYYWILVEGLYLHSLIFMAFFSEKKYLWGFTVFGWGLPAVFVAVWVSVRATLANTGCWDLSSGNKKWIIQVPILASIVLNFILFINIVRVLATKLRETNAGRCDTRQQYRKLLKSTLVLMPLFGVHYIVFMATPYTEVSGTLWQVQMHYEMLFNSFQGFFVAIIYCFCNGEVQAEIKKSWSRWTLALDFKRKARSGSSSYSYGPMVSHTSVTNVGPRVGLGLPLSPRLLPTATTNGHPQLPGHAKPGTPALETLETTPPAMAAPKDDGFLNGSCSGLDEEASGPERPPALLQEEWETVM
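HEK-293-derived GP2 cells expressing PTHR1 and a GloSensor cAMP reporter, 3,000/well, plated overnight, given luciferin plus IBMX (each 0.5 mM as added) for 1 h at 37 °C, then compound for 1 h at 37 °C. Luminescence was read after 15 min at room temperature.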
Abeta yeast res: compounds reversing amyloid beta toxicity in yeast. yeast expressing A-beta42, growth rescue, OD600, 48 h; response scale: 0% DMSO, 100% iron-clioquinol control. Potency, µM (highest dose often 46.1 µM), without a hit: top-dose growth rescue, most hits filed as activators. 410,000 compounds, 0.063% hits; also: potency is read from the fitted curve at half-maximal effect; nearly all actives have a fitted effect of over 55% in size
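Yeast A-beta toxicity model in growth medium with pinned compounds, 48 h at 30 C; growth read as absorbance at 600 nm. Normalized to FeCl3/clioquinol equimolar mix (positive) and DMSO (negative).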
Mm-Cpn inhibitor: M. maripaludis TRiC chaperonin inhibition. purified Mm-Cpn ATPase, ADP Transcreener TR-FRET. Potency, µM (doses to about 76.9 µM), for inactives: at the top dose activity, negative = inhibition, actives largely listed as inhibitors. 330,000 compounds, 0.031% hits. AID 504842; also: potency is read from the fitted curve at half-maximal effect; % is scaled to controls: 0 for no effect and ±100 for the full control effect; nearly all actives have a fitted effect of over 80% in size
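Inhibition of chaperonin ATP hydrolysis is measured as reduced ADP production, detected by competitive TR-FRET in which signal falls with ADP. Final enzyme 25 nM and ATP 10 uM, reacted 30 min at 37°C.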
TDP-43 yeast inh: TDP-43 toxicity inhibition in yeast; TDP-43 expressing yeast growth rescue, BacTiter-Glo, 24 h; 410,000 compounds, 1.8% hits; Potency, µM (highest dose often 46.1 µM), inactives show at the highest dose growth rescue (activation), actives largely listed as activators; also: potency is read from the fitted curve at half-maximal effect; % of control where 0% means no effect; nearly all actives have a fitted effect of over 50% in size
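Yeast cells expressing TDP-43 under galactose induction are exposed to compounds for 24 hr at 30 deg C. BacTiter-Glo luminescence measures growth, so protective compounds score as activators.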
Numbers without * were called inactive; i = inactive; ? = inconclusive; . = no result given; [ ] = remark or other dose. Unless noted, calls follow the shape of the dose curve; as a rule, active = well fitted curve in the direction sought with a large enough effect; inconclusive = small, poorly fitted or top-dose-only effect, or another doubt; inactive = no such curve, though single readings can be large; an effect the other way counts as inactive or inconclusive. Some of the compounds tested, so the mix of outcomes need not match the whole.

Results follow in this order: Akt phos inh, HEK293 tox, GLP-1R inv ag, aSyn rescue, FUS suppressor, PTHR1 ag, Abeta yeast res, Mm-Cpn inhibitor, TDP-43 yeast inh
COCCNC(=S)N1CCC(NC(=O)Nc2ccc(C)cc2)CC1
→ i, ?, 11%, 3%, -28%, -5%, -1%, 4%, 6%
O=[N+]([O-])c1ccc2[nH]c(=S)sc2c1
→ i, ?, -29%, -43%[inhibitor], ., -42%[inhibitor], 5%, ., -9%
Cc1noc(C(=O)Nc2ccc(C#N)cc2)c1Cl
→ i, 4%, 3%, 9%, -9%, -17%, -3%, 2%, 7%
CCOC(=O)N1CCC(=NNC(N)=O)C1
→ i, -7%, 4%, 1%, -38%, i, -6%, ., 3%
N#Cc1ccccc1NS(=O)(=O)c1cc2c3c(c1)CCN3C(=O)CC2
→ i, 0%, 77%[activator], 2%, 7%, -3%, 1%, -1%, -23%
Cc1ccc(-c2cn3c(n2)sc2cc(C(=O)NC4CCCCC4)ccc23)cc1
→ ., 4%, -3%, ., 13%, 8%, -3%, ., 3%
CCOC(=O)c1c(C)oc2ccc(OCc3cc(C(=O)OC)oc3C)cc12
→ i, -7%, -18%, 2%, 19%, i, 0%, 2%, 6%
Cc1ccc(CN2CCC(c3nc4ccc(Cl)cc4[nH]3)CC2)cc1
→ i, 2%, ?, -6%, 5%, ?, 15%, 0%, -29%
COc1ccc(NC(=O)CCCN2C(=O)C3C4C=CC(C4)C3C2=O)c(OC)c1 (configuration not stated)
→ i, -8%, -6%, 2%, 17%, i, 2%, 1%, 3%
C[C@H]1CN([C@@H](C)CO)C(=O)CCCn2cc(nn2)CO[C@@H]1CN(C)S(=O)(=O)c1cccc(C#N)c1
→ i, 1%, 1%, 2%, -20%, i, -7%, ., 13%
O=C(NNC(=S)NC(=O)c1ccccc1)c1cccnc1
→ i, 4%, 1%, -11%, 13%, -34%[inhibitor], -3%, -2%, 5%
CN1CCN(c2nc(C#N)cc(-c3ccccc3)n2)CC1
→ i, -13%, 13µM*, 4%, -22%, -23%, 16%[9.22 µM], -2%, -4%
C[C@@H](C(=O)NCC1CCCO1)N1C(=O)N2CCc3c([nH]c4ccccc34)[C@@]2(C)C1=O (some centres not stated)
→ i, -9%, -5%, -4%, 10%, -18%, -9%, 1%, 14%
CN1CC(=O)N(CC(=O)NCc2ccc(F)cc2)c2ccccc2C1=O
→ i, -8%, 1%, -2%, 27%, -22%, -15%, 0%, -16%
COc1ccc(S(=O)(=O)Nc2ccccc2C)cc1
→ i, -18%, ?, 7%, -5%, i, -10%, -2%, 7%
O=C(NC1CCCC1)C(c1ccncc1)N(C(=O)c1csnn1)c1cccc(Cl)c1 (configuration not stated)
→ i, -1%, -18%, 6%, -21%, i, -14%, ?, -7%
Cc1cc(C)cc(NC(=O)Cn2nnc(C(=O)Nc3cc(C)cc(C)c3)c2N)c1
→ ., -14%, ?, ., 29%, -32%, -2%, ., -5%
COc1ccc(/C=C/C(=O)c2ccc(OC)cc2O)cc1
→ i, 16%, -24%, -9%, -9%, -53%[inhibitor], -3%, 0%, ?
CCOC(=O)N1CCN(C(=O)c2ccc(CS(=O)Cc3ccc(C)cc3)o2)CC1 (configuration not stated)
→ ., 1%, -7%, -2%, -11%, -13%, -8%, 4%, 8%
c1nnn(C23CC4CC(CC(C4)C2)C3)n1
→ i, 7%, 3%, 1%, -6%, 17%[57.5 µM], -2%, -1%, -4%
COc1ccc(OC)c(C(=O)c2ccc([N+](=O)[O-])cc2)c1
→ i, -18%, ?, 12%, -2%, i, 7%, ., -20%
CC(=O)OCC1CC(COC(C)=O)C(COC(C)=O)CC1COC(C)=O (configuration not stated)
→ i, -3%, 1%, -2%, ., 2%, 12%, ., -7%
O=C(Nc1ccc(S(=O)(=O)NCC2CCCO2)cc1)c1ccc(F)cc1 (configuration not stated)
→ i, -15%, 12%, 6%, 17%, -28%, -14%, 2%, 14%
O=C(NCCCN1CCN(c2ccccc2F)CC1)c1cc2c(s1)-c1ccccc1OC2
→ ., -14%, ?, ., 20%, i, 6%, ., 22%
C[C@H](CO)N1C[C@H](C)[C@@H](CN(C)S(C)(=O)=O)Oc2ccc(NC(=O)CCN3CCOCC3)cc2C1=O
→ i, 1%, 18%, -4%, 9%, i, 8%, -1%, 7%
O=C(O)C1=C(C(=O)Nc2cccc(C(F)(F)F)c2)CCCC1
→ i, -5%, 7%, 0%, 22%, i, -19%, -5%, -18%
COc1ccc(CCN(C)C(=O)C2CCN(Cc3ccccc3)CC2)cc1OC
→ i, -1%, 13%, -2%, -15%, -2%, -6%, -3%, -15%
COc1cccc(NC(=O)CCc2c(C)nc3ncnn3c2C)c1
→ ., -4%, 3%, ., -20%, -32%[inhibitor], -3%, ., 5%
Cc1ccc(OCC(=O)Nc2ccc(CN3CCOCC3)cc2)cc1
→ i, 12%, -4%, -3%, 3%, -8%, 6%, 4%, -6%
COc1ccccc1CCNC(=O)C(=O)NCC1OCCN1C(=O)c1ccc(Cl)cc1 (configuration not stated)
→ i, 2%, ?, 0%, ?, -12%, 7%, -2%, 14%
COc1ccc(Cl)cc1NC(=O)CSC1=Nc2ccccc2C2=NC(CCC(=O)NCc3ccco3)C(=O)N12 (configuration not stated)
→ ., -3%, 6%, ., 37%, -9%, 23%, ., 2%
COc1ccccc1Cc1c(-c2ccco2)nc2ccc(Cl)cn12
→ i, -4%, -14%, 1%, 9%, -17%, -63%[inhibitor], ., ?
Cn1cc(C(=O)NCCc2ccccc2)c(=O)c2cc(S(=O)(=O)N3CCOCC3)ccc21
→ i, -8%, 0%, 11%, -15%, i, -7%, ., -15%
O=C(CSc1nc2cc(Cl)ccc2s1)c1ccco1
→ i, 15%, 4%, -4%, 11%, -25%[57.5 µM], -25%, -2%, 20%
O=C1C=C(Nc2ccc(F)cc2)c2ccccc2C1=O
→ i, -10%, -2%, -22%, ., -16%, -25%, 3%, -2%
CC(C)Oc1ccc(/C=C(/NC(=O)c2ccccc2)C(=O)NC(Cc2ccccc2)C(=O)O)cc1 (configuration not stated)
→ i, -9%, -2%, -2%, 11%, 14%, -18%, -4%, 16%
COc1ccc(N(CC(=O)NCCSCc2c(F)cccc2Cl)S(C)(=O)=O)cc1OC
→ i, 1%, 0%, 1%, 18%, i, 12%, 1%, -13%
Fc1cccc(Cc2c(-c3ccco3)nc3ccc(Cl)cn23)c1
→ i, -6%, -32%, -72%[inhibitor], 15%, -36%[inhibitor], -74%[inhibitor], ., ?
Cc1ccc(S(=O)(=O)N2CCOCC2)cc1C(=O)Nc1ccccc1C(=O)O
→ ., 0%, 8%, ., -5%, 1%, -4%, ., 22%
CC(Sc1nnc(Nc2ccccc2)s1)C(=O)Nc1nc(-c2ccccc2)cs1 (configuration not stated)
→ i, -5%, 3%, -3%, -12%, -18%, 4%, -10%, -4%
N#Cc1c(N)oc(-c2ccco2)c1-c1ccco1
→ i, -2%, 162%[activator], 3%, 35%, -3%[57.5 µM], -12%, -2%, -2%
COc1cc(C(=O)OCC(=O)NCCC2=CCCCC2)ccc1OCC(C)C
→ i, -1%, -4%, 11%, 9%, -23%, 29%, 3%, 14%
Cc1ccc(C)c(N2CCN(C(=O)c3cccn4c(=O)c5ccccc5nc34)CC2)c1
→ ., 20%, -21%, ., -12%, i, -12%, ., 23%
O=C(Nc1ccc(C(=O)N2CCOCC2)cc1)c1ccc([N+](=O)[O-])cc1
→ i, -6%, 8%, -1%, 8%, i, 6%, 1%, -1%
Cc1ccccc1OCCN1C(=O)NC2(CCc3ccccc32)C1=O (configuration not stated)
→ i, 12%, 0%, 1%, 20%, 18%[57.5 µM], 1%, -1%, -15%
Cc1cc(C)c(OCCOCCN(C)C)c(Br)c1
→ i, 10%, -29%, 2%, ., i, 31%, 0%, -9%
CSc1nnc(NC(=O)c2ccc(S(=O)(=O)N(C)C)cc2)s1
→ i, -2%, -25%, -4%, -10%, -27%, -7%, 1%, 4%
CCCCNC(=O)C(=O)N/N=C/c1ccc(OCc2ccccc2)cc1
→ i, 1%, 8%, -1%, -50%[inhibitor], -25%, -3%, 3%, -3%
COc1ccc(NC(=O)NCc2cccnc2)c(OC)c1
→ i, -1%, 8%, 1%, -16%, i, 19%, -7%, 13%
Cc1cc(NC(=O)CSc2nnc(NC(=O)C3CC(=O)N(c4ccccc4C)C3)s2)no1 (configuration not stated)
→ i, 5%, 15%, -11%, ., i, -15%, -10%, 9%
CSCCC(NS(=O)(=O)c1ccccc1F)C(=O)NCC(c1ccc(F)cc1)N1CCOCC1 (configuration not stated)
→ i, 14%, -4%, -6%, 9%, i, -14%, 3%, -10%
CC1=CN2C(=N)/C(=C\c3cn(CCCOc4ccccc4)c4ccccc34)C(=O)N=C2S1
→ i, 2%, 19%, -2%, ., i, 12%, 0%, 7%
CC(C(=O)c1ccc(-c2ccccc2)cc1)[n+]1cccc(Br)c1 (configuration not stated)
→ i, -4%, -2%, 0%, -6%, -14%, -18%, -2%, 4%
CCCCCc1ccc(C(=O)CCCC)c(=S)[nH]1
→ i, ?, -26%, -7%, 11%, -5%, ?, -6%, 27%
CCOc1ccc2c(c1)C(c1ccccc1)=NNC(c1ccccc1)=N2
→ i, -13%, ?, 4%, 41%, -7%[57.5 µM], 18%, 0%, 6%
COc1ccc(-c2noc(-c3ccc(NC4CCCCC4)c([N+](=O)[O-])c3)n2)cc1
→ ., 4%, 14%, ., 1%, -4%, -1%, ., 0%
